# Screening results as filed in PubChem BioAssay.
# D1 mod: allosterically modulates the human D1 dopamine receptor; B-score at 10 µM; actives 5.9% (n = 58,000); HEK293 D1, CRE-luciferase, dopamine EC30 potentiation; actives deviate in either direction;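 active = luminescence count or its row- and column-corrected plate score outside the 99.7% band of the plate's sample wells, on either side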
# S1P1 ag-PAM: agonists and agonism potentiators of human S1P1 receptor; S1P1 CRE-bla cells, forskolin, beta-lactamase FRET, potentiator mode; S1P1 agonist co-added at EC20, 2 nM; 100% = saturating reference agonist, 0% = basal; activation, % at 9.5 µM; actives 0.57% (n = 56,000); AID 449;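 active = activation above a cutoff set at the mean activation of all tested compounds plus 3 SD, cut at about 54% in these data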;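 also: forskolin at 4 µM as EC80 and the EC20 agonist is SEW2871; 100% = SEW2871 at its EC100 plus forskolin at EC80; some compounds past the cut are filed as inactive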
# S1P3 agonist: agonists of human S1P3 receptor; Q99500; S1P3 NFAT-BLA reporter cells, agonism, FRET ratio; relative to 1 µM S1P, basal subtracted; activation, % at 4.5 µM; actives 0.1% (n = 60,000); AID 373;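 active = activation above the screen-wide mean plus 3 SD, cut at about 4.5% in these data, passing the limit was not always enough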; also: some compounds called inactive have numbers as strong as hits
#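 Assay system: CHO cells stably expressing human S1P3, Gα16 and NFAT-β-lactamase reporter. Timing: overnight plating, 4 h compound 37 °C, 2 h substrate RT. Signal: β-lactamase FRET emission ratio 460/535 nm. Measure: percent activation versus median 1 µM S1P response, basal-subtracted, per plate. Repeats: primary screen single test, confirmation screen in triplicate.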
# Jurkat viability: reduces viability or proliferation of Jurkat cells; Jurkat E6.1 viability, ATP luminescence, 48 h; AID 463; inhibition, % at 4 µM; actives 1.2% (n = 56,000);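 active = inhibition above the mean inhibition of all tested compounds plus 3 SD, cut at about 28% in these data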
# M1 ag: M1 muscarinic receptor agonism | CHO-M1 cells, Fluo-4 calcium fluorescence, agonist mode; active compounds read high | B-score at 10 µM | actives 3% (n = 64,000) | AID 626;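 active = fluorescence rise, raw or as B-score row- and column-corrected plate score, outside the 99.7% band of its plate's samples, either direction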
# HEK293 NFkB inh: lowers PMA/ionomycin-induced NF-kB signal in HEK293 cells | inhibition, % at 3 µM | HEK-293 NF-kB luciferase reporter, luminescence | AID 465 | actives 0.21% (n = 62,000);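 active = inhibition above the mean of all tested compounds plus 3 SD, cut at about 40% in these data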;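 also: 0% = stimulated DMSO wells and 100% = 10 µM reference inhibitor 5653914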
#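 Reagent: PMA plus ionomycin mix as NF-kB-activating stimulus. Assay system: NF-kB luciferase reporter HEK-293 cells. Technique: luminescence from luciferase substrate reagent. Incubation: 1 h compound pre-incubation, 16 h PMA/ionomycin at 37 °C. Benchmarks: DMSO only as uninhibited control, 10 µM reference inhibitor as full inhibition. Repeats: tested once.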
# M1 antag: antagonists of rat M1 muscarinic receptor | P08482 | CHO-M1 cells, Fluo-4 calcium, ACh EC80 antagonist mode; active compounds read low | B-score at 10 µM | actives 3.4% (n = 64,000);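 active = calcium fluorescence response, raw or row-and-column corrected B-score, differing from the plate sample mean either way at a set confidence level, mostly lower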
# TNAP act DEA: activates human TNAP at intermediate phosphate acceptor concentration. P05186. purified TNAP, CDP-star luminescence, 100 mM DEA, 30 min; active compounds read high; scale: 0 levamisole-inhibited, 1 vehicle-only enzyme. activation factor at 20 µM. 64,000 tested, under 10 active;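 active = activation factor of at least 2 at 20 µM, relative to controls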
# E coli RNAP: inhibitors of Escherichia coli RNA polymerase. P0A8V2. actives 0.2% (n = 62,000). E. coli RNA polymerase, fluorescence transcription assay. inhibition, %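 (tested at 10 µM)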; in the data active = inhibition above about 20%;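 also: 0% = enzyme without compound and 100% = no enzyme blank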
# Target sequence (P0A8V2 whole entry, looked up): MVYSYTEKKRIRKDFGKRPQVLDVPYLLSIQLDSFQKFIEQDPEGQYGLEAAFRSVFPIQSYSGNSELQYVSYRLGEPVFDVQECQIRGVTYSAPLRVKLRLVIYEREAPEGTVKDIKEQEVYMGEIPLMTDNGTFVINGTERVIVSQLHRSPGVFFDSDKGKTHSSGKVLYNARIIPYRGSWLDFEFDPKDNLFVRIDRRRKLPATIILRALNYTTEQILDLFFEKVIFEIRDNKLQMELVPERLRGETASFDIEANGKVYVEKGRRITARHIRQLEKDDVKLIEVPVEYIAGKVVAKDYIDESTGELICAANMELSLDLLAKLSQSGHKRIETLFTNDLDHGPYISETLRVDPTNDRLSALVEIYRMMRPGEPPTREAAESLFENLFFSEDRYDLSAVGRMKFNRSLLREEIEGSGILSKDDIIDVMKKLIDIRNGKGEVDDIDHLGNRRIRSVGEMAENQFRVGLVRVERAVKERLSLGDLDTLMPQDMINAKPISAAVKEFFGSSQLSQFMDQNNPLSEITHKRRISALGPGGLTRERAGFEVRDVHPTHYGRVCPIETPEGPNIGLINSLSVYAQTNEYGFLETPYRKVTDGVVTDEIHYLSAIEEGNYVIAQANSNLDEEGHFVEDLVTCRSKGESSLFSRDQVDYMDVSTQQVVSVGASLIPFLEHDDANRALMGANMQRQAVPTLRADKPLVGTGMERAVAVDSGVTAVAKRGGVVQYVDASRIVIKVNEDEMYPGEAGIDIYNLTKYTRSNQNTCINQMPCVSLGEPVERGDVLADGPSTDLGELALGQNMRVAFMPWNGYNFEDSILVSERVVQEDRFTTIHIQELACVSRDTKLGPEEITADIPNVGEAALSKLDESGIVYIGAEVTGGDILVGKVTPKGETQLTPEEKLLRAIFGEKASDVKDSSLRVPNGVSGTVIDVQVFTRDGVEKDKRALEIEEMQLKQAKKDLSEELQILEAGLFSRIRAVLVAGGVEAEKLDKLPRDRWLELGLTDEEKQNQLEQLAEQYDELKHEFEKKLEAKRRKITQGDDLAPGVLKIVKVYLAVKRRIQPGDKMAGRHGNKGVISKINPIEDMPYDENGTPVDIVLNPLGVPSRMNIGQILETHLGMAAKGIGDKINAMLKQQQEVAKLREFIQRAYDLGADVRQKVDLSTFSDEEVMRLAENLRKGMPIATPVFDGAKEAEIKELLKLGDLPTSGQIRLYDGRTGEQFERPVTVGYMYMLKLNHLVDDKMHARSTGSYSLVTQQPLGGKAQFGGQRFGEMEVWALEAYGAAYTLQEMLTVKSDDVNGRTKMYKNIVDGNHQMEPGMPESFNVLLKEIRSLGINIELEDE
# Numbers without * were called inactive; . = no result given. No enrichment for hits, and some 12% of all compounds hit somewhere here.
smiles	M1 ag	HEK293 NFkB inh	Jurkat viability	S1P1 ag-PAM	S1P3 agonist	E coli RNAP	D1 mod	TNAP act DEA	M1 antag
CC1=C(C)[N+](=O)C2CCCCC2N1[O-] (configuration not stated)	-0.067	7	-4	-16	-1.6	10	-0.2	0.9	-1
O=C(CCc1ccc(CCC(=O)c2cccs2)s1)c1cccs1	-0.26	20	-1	30	-0.7	0	3.4*	0.9	-0.96
COCCNC(=O)C1CC(=O)N(CCc2ccccc2)C1 (configuration not stated)	-0.044	10	3	-6	-0.4	2	2	0.9	0.088
Cn1c(CSCc2ccc(F)cc2)nnc1SCC(=O)Nc1nccs1	-1.1	9	4	8	-0.9	9	-0.52	0.9	-1.3
CCC(C)(C)n1nnnc1CN(Cc1cc2cc(OC)c(OC)cc2[nH]c1=O)C1CCCC1	-0.031	17	-2	9	-1.1	8	0.44	0.9	-0.2
CCN(CCCNC(=O)C1CCN(S(=O)(=O)c2c(C)[nH]c(=O)[nH]c2=O)CC1)c1cccc(C)c1	1	18	.	.	.	1	.	1	-1.4
COc1cc(C(=O)Nc2nc3ccc(S(=O)(=O)N4CCOCC4)cc3s2)cc(OC)c1OC	1.8	18	6	.	-0.2	8	-2.6	1	-0.43
CCC(C)(C)N1CC(=O)N(Cc2ccccc2)C(c2ccc(OC)cc2)C1=O (configuration not stated)	0.54	-9	10	16	-1.5	3	-0.83	0.9	-0.76
CC(C)(C)NC(=O)Cn1cc(C#N)c2cc(Br)ccc21	-0.42	15	-2	-5	-0.1	5	-0.017	0.9	1.5
Cc1ccc2nc(NC(=O)COC(=O)c3ccco3)sc2c1	-0.22	-6	.	.	.	4	.	0.9	0.43
CN(C(=O)c1cc2n(n1)C(C(F)(F)F)CC(c1ccco1)N2)c1ccccc1 (configuration not stated)	1.1	16	3	12	-0.7	4	1.2	0.9	-2.9*
COc1ccccc1C(=O)n1nc(C)cc1C	-0.48	8	3	.	-1.4	3	0.46	0.9	-0.34
Cc1nnc(C)n1/N=C/c1cccn1C	-0.48	.	.	0	-1.6	17	.	0.9	0.97
CCCNC(=O)Cn1cnc2sc(C(=O)NCCN(CC)CC)c(C)c2c1=O	-0.29	8	0	-6	0.1	3	-0.054	0.9	-0.15
Cc1cc(-c2ccccc2)c2nncn2n1	0.35	18	-4	-11	-1.9	13	0.25	1	-14*
Cc1cccc(-c2noc(-c3ccccc3C(=O)NCC3CCCO3)n2)c1 (configuration not stated)	-0.0015	8	5	-14	-0.9	2	0.48	0.9	0.35
Cc1ccc2c(c1)c1nc3ccccc3nc1n2CCN1CCOCC1	7.2*	6	-2	-79	0.2	8	7.7*	0.9	-0.02
O=C(NC1CC2CCCC(C1)N2C(=O)NC1CCCCC1)c1ccccc1 (configuration not stated)	0.63	4	-5	-8	0.1	4	0.048	0.9	0.43
O=C1c2ccccc2C(=O)N1CCCCCc1nc(-c2ccccc2)no1	.	13	1	.	-1.3	-8	-0.0079	0.9	.
Cc1cc(C)n2nc(C(=O)OCCOc3ccc(Br)cc3)nc2n1	-0.41	5	13	1	-0.3	-2	0.41	1	0.28
COc1ccc2c(c1OC)C(=O)N(C(C)C(=O)O)C2=O (configuration not stated)	-0.24	-7	1	-18	-0.2	3	-0.9	0.9	0.11
Nc1nnc(SCc2ccc(F)cc2)s1	-0.98	2	5	.	-0.8	2	0.21	0.9	0.78
CCc1c(C)c2nncn2[nH]c1=O	0.17	22	-4	13	-1.1	7	-0.097	1	-0.27
Cc1cc(NC(=O)CSc2ccc3nnc(-c4cccc(F)c4)n3n2)no1	-0.82	13	12	3	-0.8	-6	0.79	0.8	0.15
Clc1ccccc1COc1ccccc1-c1nnco1	0.37	17	8	3	-0.4	7	-1.3	.	0.47
COc1ccc(NS(=O)(=O)c2cc(C(=O)O)ccc2C)cc1	0.37	5	0	13	-0.9	5	0.01	0.9	0.3
COC(=O)c1cc(Br)c(=O)n(CCc2ccc(F)cc2)c1	-0.22	.	.	-18	-0.7	10	-0.28	0.8	-4*
O=C(c1ccc(C#CC2(O)CCCCC2)cc1)N1CCOCC1	-1.1	6	0	6	0.1	5	1.6	1	0.77
CCCCn1c(CN2CCN(c3cccc(Cl)c3)CC2)nc2c1c(=O)[nH]c(=O)n2C	-0.013	33	80*	-19	-0.1	.	0.15	.	-0.71
Cc1ccc(S(=O)(=O)N2CCCCC2C(=O)NCc2ccco2)cc1 (configuration not stated)	-1.2	8	6	-5	-1.1	5	-0.16	1	1.2
CN1C(=O)NC(NC(=O)c2ccco2)(C(F)(F)F)C1=O (configuration not stated)	0.61	.	.	-22	-2.2	0	0.41	1	0.68
COCCn1c(CN2CCN(C)CC2)nc2c1c(=O)n(C)c(=O)n2C	0.074	9	-3	4	0.1	5	-0.75	0.9	0.25
Cc1ccc(-c2ccc(/C=N/n3cnnc3)o2)cc1Cl	-0.16	9	1	-27	-0.8	5	-1.6	0.9	-0.6
CCOC(=O)Cc1csc(NC(=O)Cc2cccs2)n1	-0.07	20	0	-19	-1.5	6	-0.55	0.9	-0.44
O=S(=O)(Nc1ccc2c(c1)OCCO2)c1cccc2cccnc12	-0.61	-8	-4	12	0.1	8	-0.77	0.8	-0.44
Cc1[nH]nc2c1C(C1CC=CCC1)C(C#N)=C(N)O2 (configuration not stated)	-0.11	7	8	30	-1.4	4	0.3	0.6	0.85

# Single records, from the list above:
# Results for COc1ccccc1C(=O)n1nc(C)cc1C : M1 ag: -0.48; HEK293 NFkB inh: 8; Jurkat viability: 3; S1P1 ag-PAM: .; S1P3 agonist: -1.4; E coli RNAP: 3; D1 mod: 0.46; TNAP act DEA: 0.9; M1 antag: -0.34
# Results for O=C(c1ccc(C#CC2(O)CCCCC2)cc1)N1CCOCC1 : M1 ag: -1.1; HEK293 NFkB inh: 6; Jurkat viability: 0; S1P1 ag-PAM: 6; S1P3 agonist: 0.1; E coli RNAP: 5; D1 mod: 1.6; TNAP act DEA: 1; M1 antag: 0.77

# The list continues.
smiles	M1 ag	HEK293 NFkB inh	Jurkat viability	S1P1 ag-PAM	S1P3 agonist	E coli RNAP	D1 mod	TNAP act DEA	M1 antag
Cn1nc(-c2ccc(OCC(=O)Nc3cccnc3)cc2)c2ccccc2c1=O	6.2*	12	7	.	-1.2	.	-0.012	.	-0.59
Cc1c(CCC(=O)O)c(=O)oc2cc(O)ccc12	-0.78	17	-4	-26	-1.0	-185	-0.046	1	0.37
COC(=O)c1ccsc1NC(=O)CN1C(=O)CCC1=O	-0.68	13	8	6	-1.7	-9	0.31	0.8	-0.3
COc1ccccc1C(=O)N(Cc1nc(-c2ccc(Cl)cc2)no1)C(C)C	-0.33	0	-2	-13	0.1	1	-0.41	0.9	-0.53
CC(CN1CCOCC1)(NS(=O)(=O)c1ccccc1)c1ccccc1 (configuration not stated)	18*	9	-2	4	2.2	3	-0.4	0.9	-0.089
O=c1[nH]c2ccc(Br)cc2c(-c2ccccc2)c1N1CCOCC1	-0.58	9	-12	-8	0.0	-1	1.5	0.8	0.025
COc1nc(NCCC2=CCCCC2)nc(OC)n1	-0.14	9	-2	.	-0.6	7	7.2*	0.9	0.4
COC(=O)c1sc(NC(=O)c2cc3c(s2)CCCC3)nc1C	-0.44	-13	5	44	-0.8	7	-2.1	0.9	0.41
CCN(CC)C(=O)Cn1nnc(-c2ccc(C)o2)n1	-0.65	4	-14	-5	-1.3	11	-0.59	1	-0.45
O=c1c2cnn(-c3ccccc3)c2ncn1Cc1ccccn1	0.61	15	2	4	-1.0	1	.	1.1	-0.18
O=C(COC(=O)c1cccc(S(=O)(=O)N2CCc3ccccc3C2)c1)NCc1ccco1	0.043	14	2	4	0.5	3	0.17	0.9	1
CCN(CC)C(=O)N1CCC(NC(=O)c2ccc(C(C)(C)C)cc2)CC1	-0.61	6	0	-6	0.1	14	0.58	1	0.75
CCSc1nnc(NC(=O)c2csc(C)c2)s1	0.34	-14	2	-14	-0.1	3	-0.11	0.9	-0.02
O=C(c1cccc(F)c1)N1CCN=C1SCc1cccnc1	0.18	6	-3	-2	-0.3	5	0.0098	1	-0.21
Cc1ccc2cc(CCNS(=O)(=O)c3ccc(F)cc3)c(=O)[nH]c2c1	-0.4	15	-1	-4	0.5	5	-0.61	0.9	-0.052
FC(F)(F)c1ccc(-n2ccnc2)nc1	0.76	9	0	5	0.5	-2	0.031	1	0.43
N#Cc1ccccc1Cn1c(=O)n(Cc2ccc(C(=O)NCc3ccco3)cc2)c(=O)c2ccccc21	-0.74	22	-4	-17	-0.9	2	4.4*	0.8	0.9
COc1ccc(-n2nnc3c(=O)n(CC(=O)N4CCC(C)CC4)cnc32)cc1	0.21	22	-2	-1	0.2	5	.	0.9	-0.8
CCC(NS(=O)(=O)c1ccc(C)cc1)C(=O)O (configuration not stated)	0.0054	8	.	.	.	-9	1.7	1	0.4
C=CCSC1=C(C#N)C(c2ccccc2C)CC(=O)N1 (configuration not stated)	0.13	13	-2	5	0.2	8	4.1	1	-0.19
Cc1cc2c(cc(C(=O)N3CCC(C(=O)NC4CCCC4)CC3)n2Cc2c(F)cccc2Cl)o1	6.2*	7	-4	24	-1.2	10	.	1	0.063
CC(C)NC(=O)Cn1cc(C#N)c2cc(Br)ccc21	0.34	21	0	-24	-1.3	-8	-0.5	1	0.049
O=C(Nc1ccc(Cl)cc1)NC1(C(=O)NCCCN2CCOCC2)CCCCC1	0.17	7	-4	-4	-0.1	8	-0.28	0.9	1.1
CCOC(=O)CSC1=C(C#N)C(c2ccc(C)o2)CC(=O)N1 (configuration not stated)	-1.2	39	99*	-11	-1.2	13	5.4*	0.8	0.11
CCN(CC(=O)Nc1ccc(S(N)(=O)=O)cc1)S(=O)(=O)c1cc(C)ccc1OC	0.16	8	-4	.	-0.1	3	-0.42	0.8	0.4
O=C(N1CCOCC1)N1CCCC(c2nc(-c3cccs3)no2)C1 (configuration not stated)	0.17	4	-2	-13	-0.3	1	0.15	0.8	0.43
CCOc1ccc(CNC(=O)C2CC(=O)N(C3CCCC3)C2)cc1OC (configuration not stated)	0.52	5	2	-5	0.9	-2	-0.035	0.9	0.33
COc1ccc(F)cc1S(=O)(=O)Nc1ccc(C)cc1	-0.52	11	-4	4	0.0	8	-0.46	1	-0.89
CS(=O)(=O)N(CC(=O)NCc1ccco1)c1cc(C(F)(F)F)ccc1Cl	0.77	-4	8	9	-0.5	6	-0.22	1	0.66
N#Cc1c2n(c3c(-c4ccccc4)ncnc13)CCC2	-0.03	9	12	.	-0.3	4	0.07	1	-0.023
CC(=O)c1cccc(N=C2NC(=O)C(CO)(CO)S2)c1	0.52	.	.	0	-1.4	8	0.63	0.8	-0.12
CCn1ncc(Cl)c1C(=O)Nc1ccncc1	0.033	1	0	-17	-0.8	4	2.3	0.9	0.88
N#Cc1cc2ccc(N3CCOCC3)cc2cc1C#N	-2.4	20	5	42	-2.6	1	0.047	0.9	-1.6
O=C(c1ccncc1)c1ccc(Br)cc1	-0.23	8	-4	.	0.1	10	1.3	0.8	0.25
